p47phox inh: p47phox/p22phox peptide binding inhibitors, primary screen, biochemical, uHTS, NADPH oxidase regulatory subunit; Neutrophil cytosol factor 1 (Homo sapiens), P14598; fluorescence polarization, 2 h; inhibition, % at 24.7 µM; 220,000 compounds, 0.53% hits; AID 1274, 2008;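 active = inhibition above about 30%, limit read from the data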;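 also: 0% = p47phox with labelled peptide and 100% = labelled peptide alone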
Calpain2 inh: inhibitors of pig calpain II, primary screen, biochemical, fluorogenic peptide substrate, 1536-well; purified calpain II, 30 min; inhibition, % at 16 µM; 220,000 compounds, 0.37% hits; AID 1236, 2008;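 active = inhibition above about 50%, limit read from the data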
TbHK1 inh: Trypanosoma brucei hexokinase 1 inhibitors, primary screen, biochemical, G6PDH-coupled NADH absorbance, MLSCN library; inhibition, % at 10 µM; 220,000 compounds, 0.11% hits; recombinant TbHK1, G6PDH-coupled NADH A340; hexokinase 1 [Trypanosoma brucei]; AID 1430, 2008;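 active = inhibition of 50% or more in the single-dose primary screen; inactive = inhibition below 50%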
Runt-SMMHC FRET: inhibitors of RUNX1 Runt–CBFb-SMMHC binding, primary screen, biochemical, FRET, Cerulean-Runt, Venus-CBFb-SMMHC, uHTS | 220,000 compounds, 0.74% hits | inhibition, % at 20 µM | Cerulean-Runt/Venus-CBFb-SMMHC FRET ratio 530/480, 1 h | Runt-related transcription factor 1 (Homo sapiens) + Core-binding factor subunit beta …;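 active = mean inhibition across duplicate retests at 20 µM reaching about 50%, limit read from the data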;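 also: 0% = DMSO wells and 100% = wells with excess untagged CBFb-SMMHC; inhibitors lower the FRET ratio by blocking Runt binding to CBFb-SMMHC; some results filed as inactive read as strong as hits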
Target sequence (Q01196 whole entry, looked up): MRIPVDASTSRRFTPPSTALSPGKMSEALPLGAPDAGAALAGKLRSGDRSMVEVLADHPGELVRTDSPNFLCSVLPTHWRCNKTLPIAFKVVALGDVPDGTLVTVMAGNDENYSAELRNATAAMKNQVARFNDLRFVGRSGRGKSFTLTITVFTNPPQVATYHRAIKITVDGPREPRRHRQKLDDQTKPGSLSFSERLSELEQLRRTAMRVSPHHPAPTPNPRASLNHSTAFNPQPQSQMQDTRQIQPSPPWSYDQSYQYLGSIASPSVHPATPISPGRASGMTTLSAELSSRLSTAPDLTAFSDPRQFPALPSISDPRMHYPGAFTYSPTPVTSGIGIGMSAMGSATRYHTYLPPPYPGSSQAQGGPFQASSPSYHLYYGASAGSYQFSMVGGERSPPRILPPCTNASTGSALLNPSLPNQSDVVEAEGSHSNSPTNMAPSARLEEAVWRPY
Target sequence (Q13951 whole entry, looked up): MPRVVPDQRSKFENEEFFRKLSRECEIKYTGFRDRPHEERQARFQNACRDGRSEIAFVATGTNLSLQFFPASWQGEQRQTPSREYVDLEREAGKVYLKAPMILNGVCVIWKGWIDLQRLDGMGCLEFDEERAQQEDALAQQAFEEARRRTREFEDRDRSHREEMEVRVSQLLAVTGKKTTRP
EBV gp42 block: Epstein-Barr virus gp42 inhibitors, primary screen, biochemical, uHTS, fluorescence polarization; 220,000 compounds, 0.42% hits; inhibition, % (tested at 21.74 µM); AID 1085, 2008; Glycoprotein 42 (Epstein-Barr virus (strain AG876)), Q1HVG2; Fluorescence polarization binding assay, mP read-out; in the data active = inhibition above about 50%
Target sequence (Q1HVG2 whole entry, looked up): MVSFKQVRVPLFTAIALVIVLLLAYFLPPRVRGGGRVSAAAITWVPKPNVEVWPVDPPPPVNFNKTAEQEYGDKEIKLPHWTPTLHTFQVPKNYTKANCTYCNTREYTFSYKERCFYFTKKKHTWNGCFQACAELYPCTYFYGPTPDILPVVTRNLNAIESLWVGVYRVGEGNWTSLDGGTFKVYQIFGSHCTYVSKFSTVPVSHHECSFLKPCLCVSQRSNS
Furin inhibitor: human furin inhibitors, primary screen, biochemical, fluorescence intensity; P09958; purified furin, fluorogenic substrate cleavage; inhibition, % at 30 µM; 220,000 compounds, 0.061% hits; in the data active = inhibition above about 25%; also: inactives centre near -15
p97 ATPase inh: inhibitors of human p97 ATPase, primary screen, biochemical. recombinant p97 ATPase, Kinase-Glo ATP luminescence, 3 h. 220,000 compounds, 0.42% hits. Transitional endoplasmic reticulum ATPase (Homo sapiens), P55072. inhibition, % at 8 µM; in the data active = inhibition above about 15%;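 also: 0% = DMSO vehicle and 100% = wells lacking enzyme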
RBBP9 inhibitor: human RBBP9 inhibitors, primary screen, biochemical, fluorescence polarization, FP-Rh probe, HTS. Serine hydrolase RBBP9 (Homo sapiens), O75884. recombinant RBBP9. inhibition, % at 7.94 µM. 220,000 compounds, 0.2% hits. AID 1515, 2009;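 active = inhibition above the campaign mean of all tested compounds plus 3 SD, cut at about 14% in these data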;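 also: plate controls were DMSO wells with RBBP9 for no effect and wells lacking RBBP9 protein for full effect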
Target sequence (O75884 whole entry, looked up): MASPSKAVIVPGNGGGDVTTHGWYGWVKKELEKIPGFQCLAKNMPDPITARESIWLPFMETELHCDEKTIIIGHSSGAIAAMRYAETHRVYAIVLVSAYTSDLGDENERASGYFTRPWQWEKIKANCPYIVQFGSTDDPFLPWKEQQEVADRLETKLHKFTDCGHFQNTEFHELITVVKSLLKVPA
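System: RBBP9 protein | Quantity: 2.5 µM RBBP9 dispensing solution, before mixing | Reagent: FP-Rh probe, 375 nM dispensing solution | Timing: Enzyme-compound preincubation 30 min, then probe labeling 45 min, 25 °C | Measured by: Fluorescence polarization | Read-out: % inhibition | Replication: One well per compound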
Runt-CBFb FRET: inhibitors of RUNX1 Runt–CBFb binding, primary screen, biochemical, FRET, Cerulean-Runt, Venus-CBFb, uHTS. 220,000 compounds, 0.46% hits. Cerulean-Runt/Venus-CBFb FRET ratio 530/480, 1 h. Runt-related transcription factor 1 (Homo sapiens) + Core-binding factor subunit beta …. inhibition, % at 20 µM. AID 1496, 2009;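 active = inhibition over about 50% at 20 µM in the single-dose screen, limit read from the data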;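 also: 0% = DMSO wells and 100% = excess unlabeled CBFb competitor control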
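Schedule: protein complex preformed 1 h, compound exposure 1 h, room temperature, dark; test system: Cerulean-labeled Runt domain protein; amount: 100 nM per protein; buffer or medium: Tris 50 mM pH 7.5, KCl, K2SO4, 0.01% BSA; read-out: loss of energy transfer signal; detection: FRET fluorescence; controls: 5 µM unlabeled CBFb as full-inhibition high control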
The depositor's hits bear a star; [ ] = another dose, or the depositor's remark.

SMILES | p47phox inh | Calpain2 inh | TbHK1 inh | Runt-SMMHC FRET | EBV gp42 block | Furin inhibitor | p97 ATPase inh | RBBP9 inhibitor | Runt-CBFb FRET
CC(=O)c1c(N2CCN(c3ccccn3)CC2)nc(=S)n(-c2ccccc2)c1C | -8.6 | -1.6 | -9.0 | 98.8* | -3.6 | -3.4 | 0.2 | -6.3 | 93.1*
COCCCNC(=O)c1c[nH]c2ccc(S(=O)(=O)N3CCC4(CC3)OCCO4)cc2c1=O | 6.6 | -24.6 | -15.1 | 3.4 | -18.3 | -19.9 | 1.1 | -4.5 | -1.0
Cc1ccccc1NC(=O)c1ccc(C)c(S(=O)(=O)Nc2ccccn2)c1 | -7.5 | -32.3 | 6.3 | -0.5 | -7.0 | -19.9[20 µM] | 1.4 | -10.1 | 1.3
COCCn1c(SCC(=O)c2ccccc2)nc2c(c1=O)SC(C)C2 (stereo not drawn) | 5.8 | 15.1 | -20.2 | -2.3 | -20.5 | 3.7[20 µM] | 0.8 | -3.9 | 0.2
COC(=O)C(C(=O)Nc1ncccn1)C1CCCCCC1 (stereo not drawn) | -1.7 | -13.5 | -4.0 | 0.2 | -4.2 | 4.7[20 µM] | 2.4 | 3.3 | 2.6
CCOc1cc2[nH]c(=S)n(C(C)C)c(=O)c2cc1OCC | 0.4 | -0.2 | -24.9 | -6.8 | -13.8 | -5.8[20 µM] | -1.9 | -14.9 | -1.8
CCCc1cc(C(=O)Nc2sc3c(c2C#N)CCC3)no1 | -6.8 | -6.1 | -4.2 | -2.1 | 1.5 | -14.8 | 4.9 | -2.0 | 2.6
C[C@@]12CC(=O)NC1N(C(=O)c1cccc(C(F)(F)F)c1)C(c1ccccc1O)C2 (stereo partly drawn) | -1.0 | 14.0 | -4.9 | 1.3 | 3.4 | -10.1[20 µM] | -1.5 | -7.8 | 0.1
Cc1cc(C)n(CC(=O)Nc2ccccc2)n1 | -6.7 | -8.1 | 0.2 | -1.5 | -20.7 | 5.4[20 µM] | 3.4 | 1.0 | 1.7
COC(=O)c1ccc(/C=N\N2CCN(Cc3ccc(C)cc3)CC2)cc1 | -1.8 | -5.2 | -11.6 | 2.0 | -20.9 | -15.3[20 µM] | -0.6 | -7.1 | -4.3
Cc1cccc(NC(=O)c2sc3nc(-c4ccccc4)cn3c2C)n1 | -2.8 | -29.4 | -23.9 | -21.8 | -13.2 | -13.5[20 µM] | 1.3 | -10.4 | -9.3
O=C(CCn1c(=O)oc2ccccc21)N1CCN(c2ccccc2F)CC1 | -4.5 | 1.4 | -5.5 | -1.5 | -11.4 | -20.3 | 5.9 | -0.7 | -1.4

Not a retest: entries from further up.
SMILES | p47phox inh | Calpain2 inh | TbHK1 inh | Runt-SMMHC FRET | EBV gp42 block | Furin inhibitor | p97 ATPase inh | RBBP9 inhibitor | Runt-CBFb FRET
Cc1ccccc1NC(=O)c1ccc(C)c(S(=O)(=O)Nc2ccccn2)c1 | -7.5 | -32.3 | 6.3 | -0.5 | -7.0 | -19.9[20 µM] | 1.4 | -10.1 | 1.3
COCCn1c(SCC(=O)c2ccccc2)nc2c(c1=O)SC(C)C2 (stereo not drawn) | 5.8 | 15.1 | -20.2 | -2.3 | -20.5 | 3.7[20 µM] | 0.8 | -3.9 | 0.2

Later entries:
SMILES | p47phox inh | Calpain2 inh | TbHK1 inh | Runt-SMMHC FRET | EBV gp42 block | Furin inhibitor | p97 ATPase inh | RBBP9 inhibitor | Runt-CBFb FRET
CCOc1ccccc1/C=C/c1cc(C(=O)O)c2ccccc2n1 | 6.6 | -19.0 | -53.5 | -9.4 | 4.7 | -9.6 | 3.3 | -8.1 | 22.2
OC(COc1c(Cl)cc(Cl)cc1Cl)CN1CCCCC1 (stereo not drawn) | -8.6 | -8.2 | 4.7 | -0.3 | -20.3 | -21.5 | 9.4 | -1.1 | 0.3
COc1ccc(NC(=O)CCSCCc2ccccn2)cc1OC | -9.4 | -8.2 | 8.5 | 0.3 | -10.5 | -20.1 | 1.4 | -6.9 | 1.4
Cn1c(=O)cc(N2CCN(C(=O)c3ccco3)CC2)[nH]c1=O | -1.6 | 12.7 | -11.7 | -6.2 | -6.9 | -5.8 | 12.3 | 6.5 | 1.8
CC(=O)Nc1ccc2nc(CN3CCC(CO)(CCc4ccccc4)CC3)ccc2c1 | -10.1 | -11.6 | -3.6 | 2.6 | -3.7 | -10.9 | -2.7 | -2.4 | 4.5
O=c1c2ccccc2[nH]c(=S)n1CCN1CCC(=C(c2ccc(F)cc2)c2ccc(F)cc2)CC1 | -16.6 | -68.5 | 4.6 | 3.1 | 5.0 | -13.6 | 2.7 | 2.9 | -1.7
CCOC(=O)c1c(NCc2ccc3c(c2)OCO3)c2ccccc2[nH]c1=O | -4.5 | -40.6 | -1.5 | 2.9 | 3.5 | -15.8[20 µM] | 4.1 | -3.4 | -1.1
COc1ccccc1C1CC(c2ccc(C)cc2)Nc2ncnn21 (stereo not drawn) | -6.6 | -17.8 | 3.7 | 1.0 | -4.4 | -21.1[20 µM] | -3.3 | -8.3 | 0.7
O=C(NCc1ccco1)Nc1ccc2snnc2c1 | -19.1 | 20.6 | -8.3 | -0.5 | -10.4 | -17.9[20 µM] | -2.1 | -8.6 | -0.1
COc1cccc(NC(=S)N(CCN(C)C)C(C)c2ccco2)c1 (stereo not drawn) | -13.2 | 5.0 | 18.6 | 2.1 | -17.7 | 7.1 | 5.7 | -4.5 | 0.5
COc1ccc(-c2cc(=O)oc3cc(OCC(=O)c4cccc([N+](=O)[O-])c4)ccc23)cc1 | 63.8* | 14.3 | -6.6 | 19.7 | -5.2 | -8.2 | -2.7 | 2.0 | 5.3
CCn1cc(CN2CCN(Cc3ccc(OC)c(C)c3C)C(CCO)C2)c(C)n1 (stereo not drawn) | -2.4 | -25.4 | 0.1 | 3.0 | -2.6 | -20.0 | -1.3 | -3.0 | -2.1

Only RBBP9 inhibitor, for some of the entries so far:
SMILES | RBBP9 inhibitor
CCOC(=O)c1c(NCc2ccc3c(c2)OCO3)c2ccccc2[nH]c1=O | -3.4
COc1ccccc1C1CC(c2ccc(C)cc2)Nc2ncnn21 (stereo not drawn) | -8.3
O=C(NCc1ccco1)Nc1ccc2snnc2c1 | -8.6
COc1cccc(NC(=S)N(CCN(C)C)C(C)c2ccco2)c1 (stereo not drawn) | -4.5
COc1ccc(-c2cc(=O)oc3cc(OCC(=O)c4cccc([N+](=O)[O-])c4)ccc23)cc1 | 2.0

Later entries.
SMILES | p47phox inh | Calpain2 inh | TbHK1 inh | Runt-SMMHC FRET | EBV gp42 block | Furin inhibitor | p97 ATPase inh | RBBP9 inhibitor | Runt-CBFb FRET
CCC(C)N1CCNCC1 (stereo not drawn) | 4.3 | 15.8 | 0.1 | 1.0 | -0.6 | -13.7 | 2.0 | -3.4 | -0.7
O=C(Nc1ccc(Nc2ccncc2)cc1)c1ccc(Nc2ccnc3ccc([N+](=O)[O-])cc23)cc1 | 46.2* | 50.9* | -35.1 | 56.6* | -5.7 | 1.9 | 34.5* | 6.5 | 13.5
COCCOC(=O)C1=C(C)N=c2s/c(=C\c3cccs3)c(=O)n2C1c1cccs1 (stereo not drawn) | -37.4 | -13.9 | -17.8 | -84.4 | 6.7 | -14.3[20 µM] | -0.9 | -6.7 | -41.1
O=S(=O)(c1cccs1)N1CN(Cc2ccc(F)cc2)c2nc3ccccc3nc21 | -5.9 | 11.6 | -8.0 | 5.2 | -3.5 | -8.8[20 µM] | -3.3 | -2.0 | 0.2
NC(=O)NNc1cccc(Cl)n1 | 1.7 | 6.2 | 6.3 | 4.2 | 2.1 | -14.9 | 1.6 | -5.0 | 1.8
COc1cc(NS(=O)(=O)c2ccc(N/C=C(\C#N)c3nc4ccccc4o3)cc2)nc(OC)n1 | -2.5 | -18.8 | -37.5 | 3.3 | 0.4 | -9.7[20 µM] | 0.7 | -7.1 | 1.5
O=C1[C@H]2[C@@H](C(=O)N1c1cc(Cl)cc(Cl)c1)[C@]1(C(=O)Nc3ccccc31)N1CCC[C@@H]21 | -8.8 | -32.0 | -3.4 | -61.0 | -2.6 | -14.9 | 3.8 | -9.9 | -0.2
Cc1cc(NC(=O)CCCC(=O)O)nc(C)n1 | 12.0 | 11.7 | 0.8 | 5.5 | 8.2 | -23.4 | 4.7 | -2.8 | -1.8
CCCNC(=O)c1cc(OC)c(OC)cc1[N+](=O)[O-] | 4.1 | -10.5 | -11.5 | 4.3 | -0.1 | -12.3[20 µM] | 4.0 | 6.1 | 0.7
CCC(=O)Nc1cccc(-n2nnnc2SCC(=O)N2CCCCC2)c1 | -5.3 | -19.7 | 0.2 | -2.6 | -8.3 | -23.3 | 4.8 | -2.4 | 1.3
CCOc1cc(N2CCOCC2)c(OCC)cc1NC(=O)COC(=O)[C@H](Cc1c[nH]c2ccccc12)NC(C)=O | -7.2 | -12.7 | -4.7 | -1.7 | -12.5 | -15.8[20 µM] | 3.1 | -5.3 | -0.2
CC1=C(C(=O)N2CCCC(C(=O)c3cccc(C(F)(F)F)c3)C2)OCCO1 (stereo not drawn) | -4.1 | 21.6 | 1.7 | 0.0 | -12.7 | -13.6 | 0.8 | 1.1 | 1.6
O=C(N=C1SCC(=O)N1c1ccccc1Cl)c1ccccc1 | -61.5 | -21.3 | 1.7 | -2.3 | 5.4 | -14.0 | 6.5 | -21.3 | -2.3
CC(=O)Nc1nc(SCCCc2ccccc2)n[nH]1 | -4.0 | -37.7 | 1.8 | 2.4 | -8.9 | -19.9 | -2.1 | 3.6 | -3.1
COc1ccc(C2CC(c3ccccc3)Nc3ncnn32)cc1 (stereo not drawn) | -3.2 | -21.7 | -3.0 | 1.6 | -1.0 | -6.7 | -1.5 | 6.6 | -0.2
O=C(NCC1COc2ccccc2O1)c1ccccc1 (stereo not drawn) | -6.0 | -13.4 | 3.8 | -5.4 | -8.0 | -12.6[20 µM] | 7.7 | -2.2 | -1.4
Cc1ccc([N+](=O)[O-])cc1NC(=O)Nc1ccc(S(N)(=O)=O)cc1 | -8.4 | 13.7 | 4.9 | -1.2 | 3.3 | -2.3 | -0.6 | -18.3 | -0.4
COc1ccccc1NC(NC(=O)c1ccccn1)C(Cl)(Cl)Cl (stereo not drawn) | 2.4 | -2.6 | -0.8 | 1.4 | 12.6 | -23.8 | 0.8 | -7.2 | -1.8
CCOc1ccccc1NC(=O)/C(C#N)=C/c1c(C)nn(-c2ccc(F)cc2)c1Cl | -3.4 | 27.2 | -5.5 | -11.9 | -10.3 | 3.8 | -1.1 | -15.2 | -1.1
CCOc1ccccc1N1CC(C(=O)N2CCc3ccccc3C2)CC1=O (stereo not drawn) | -5.6 | 1.7 | -1.4 | 1.8 | -29.3 | -1.6[20 µM] | -1.7 | 1.9 | 3.5
Cc1ccccc1NC(=O)C1CCN(c2cc(-c3ccccc3)nc3ncnn23)CC1 | -2.2 | -30.8 | -2.7 | 2.5 | -4.5 | -4.4[20 µM] | -2.7 | -3.4 | -3.3

Rows are unselected; 2.7% or so of the library scored in one or more.
